HDAC3 inhib: HDAC3 deacetylase inhibitors, primary screen, biochemical, fluorescence, cell-free homogeneous; Histone deacetylase 3 (Homo sapiens), O15379; recombinant HDAC3, fluorogenic peptide/trypsin coupled; inhibition, % at 8.3 µM; 0.15% of 320,000 active; in the data active = inhibition above about 26%, passing the limit was not always enough
Target sequence (O15379 whole entry, looked up): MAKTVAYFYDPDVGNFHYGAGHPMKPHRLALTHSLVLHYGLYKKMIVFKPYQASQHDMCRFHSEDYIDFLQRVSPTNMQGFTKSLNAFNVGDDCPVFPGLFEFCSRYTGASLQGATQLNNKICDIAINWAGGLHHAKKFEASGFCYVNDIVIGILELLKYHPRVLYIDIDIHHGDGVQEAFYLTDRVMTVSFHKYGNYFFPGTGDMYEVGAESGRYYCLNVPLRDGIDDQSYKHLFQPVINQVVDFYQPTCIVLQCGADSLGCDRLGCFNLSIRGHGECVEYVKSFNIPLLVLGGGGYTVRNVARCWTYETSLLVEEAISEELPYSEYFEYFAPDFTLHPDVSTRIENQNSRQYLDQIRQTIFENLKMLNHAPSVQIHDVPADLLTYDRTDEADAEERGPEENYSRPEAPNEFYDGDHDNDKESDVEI
KCNK3 inh: human KCNK3 channel inhibitors, primary screen, CHO cells, FluxOR thallium flux, B-score; FluxOR fluorescence; active compounds read low; B-score at 10 µM; Potassium channel subfamily K member 3 (Homo sapiens), O14649; 0.84% of 340,000 active;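 active = B-score under library mean minus 4 SD, starting fluorescence ratio at most library mean plus 5 SD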;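 note: more negative B-score means stronger inhibition of thallium flux through KCNK3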
Target sequence (O14649 whole entry, looked up): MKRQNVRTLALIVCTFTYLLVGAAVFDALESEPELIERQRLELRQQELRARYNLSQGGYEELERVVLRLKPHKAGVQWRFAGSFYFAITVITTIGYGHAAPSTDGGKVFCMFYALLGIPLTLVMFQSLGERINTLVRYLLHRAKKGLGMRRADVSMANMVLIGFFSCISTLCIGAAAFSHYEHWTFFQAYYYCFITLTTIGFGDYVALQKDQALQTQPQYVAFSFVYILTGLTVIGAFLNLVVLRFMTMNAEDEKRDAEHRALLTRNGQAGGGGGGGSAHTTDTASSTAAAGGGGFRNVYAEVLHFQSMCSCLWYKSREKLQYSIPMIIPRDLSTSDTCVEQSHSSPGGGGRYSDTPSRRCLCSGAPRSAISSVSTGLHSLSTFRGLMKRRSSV
ANO1 activ: TMEM16A chloride channel activators or potentiators, primary screen, cell-based, HTS. HEK293 TMEM16A/YFP-H148Q/I152L, iodide quench fluorescence; active compounds read low. B-score at 10 µM. 0.3% of 340,000 active. AID 623877, 2012;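 active = fluorescence-ratio B-score plate-corrected deviation score at least 3 library SD below zero, with starting fluorescence score within 5 deviations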;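 note: channel opened by trigger with iodide after compound preincubation; score built on the fluorescence ratio of max minus min over baseline; more negative score means more quench and so TMEM16A activation or potentiation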
* hit, by the source's call; i = inactive.

HDAC3 inhib	KCNK3 inh	ANO1 activ	molecule
2	i	i	CSCCC(NC(=O)c1ccccc1Cl)C(=O)NCc1ccncc1 (stereo not drawn)
1	i	i	CC(c1ccc2c(c1)OCO2)n1c(=S)[nH]c2ccccc2c1=O (stereo not drawn)
4	i	i	O=C(COC(=O)Cc1ccccc1)NCc1ccc2c(c1)OCO2
-3	i	i	C[C@H](CO)N1C[C@H](C)[C@H](CN(C)Cc2ccc(-c3ccccc3)cc2)Oc2ccc(NS(=O)(=O)c3ccccc3)cc2CC1=O
6	i	i	NC(=O)C1CCCN(C(=O)c2ccc3c(c2)NC(=O)CS3)C1 (stereo not drawn)
-7	i	i	O=C(CNC(=O)c1ccc(Cl)cc1Cl)OCC(=O)N1CCCC1
-1	i	i	O=C(C[C@H]1C/C=C\C[C@H](Cc2ccc(F)cc2)C(=O)OCCNC1=O)NCCO
0	i	i	CCOc1ccc(NC(=O)CN(C)C(=O)C2CSC3(C)CCC(=O)N23)cc1OCC (stereo not drawn)
-8	i	i	CCN(CC(=O)Nc1ccc(NC(C)=O)cc1)C(=O)c1ccc(C(=O)c2ccccc2)cc1
-4	i	i	O=S(=O)(c1ccc(SCCO)nc1)N1CCOCC1
-2	i	i	COc1cc(OC)cc(-c2c(C#Cc3ccsc3)c3cc(Br)ccc3n2C)c1
1	i	i	COc1ccc(OCC(=O)N(C)CC2COc3ccccc3O2)cc1 (stereo not drawn)
-1	i	i	O=C(C[C@H]1C/C=C\CC[C@@H](Cc2ccc(F)cc2)C(=O)O[C@@H](c2ccccc2)CNC1=O)N[C@@H](CO)Cc1ccccc1
3	i	i	CN(c1ccc(OCCOc2ccccc2Cl)cc1)S(=O)(=O)c1ccccc1
1	i	i	O=C(CN1C(=O)NC2(CCc3ccccc32)C1=O)Nc1ccccc1Cl (stereo not drawn)
3	i	i	O=C(Cc1ccc(Br)cc1)NNC(=O)c1cccs1
1	i	i	CC(=O)c1c(C)[nH]c(C(=O)COc2ccc3c(C)cc(=O)oc3c2)c1C
2	i	i	COc1ccccc1COC(=O)c1ccc(S(=O)(=O)N2CCOCC2)cc1
-11	i	i	CC1CN(C(=O)COC(=O)c2ccc3ncsc3c2)CC(C)O1 (stereo not drawn)
9	i	i	N#Cc1ccccc1COC(=O)CCC(=O)c1cccs1

More entries follow.
HDAC3 inhib	KCNK3 inh	ANO1 activ	molecule
8	i	i	CCC(CO)Oc1cc(NCc2ccc(C(F)(F)F)cc2)c2ncn(C(C)C)c2c1 (stereo not drawn)
-6	i	i	CCCCOC(=O)COc1ccc(Cl)cc1Cl
2	i	i	C[C@H](CO)N1C[C@H](C)[C@H](CN(C)S(=O)(=O)c2cccs2)Oc2ccc(NC(=O)Nc3ccc4c(c3)OCO4)cc2CC1=O
-6	i	i	COc1cc(C(=O)OCC(=O)NC2CCCCC2)cc2c1OCCO2
12	i	i	C=CCOc1ccc(/C=C/C(=O)OCC(=O)N2CCC(c3ccccc3)=N2)cc1
-6	i	i	Cc1ccc(S(=O)(=O)NC23CC4CC(CC(C4)C2)C3)cc1
1	i	i	CC1CCCC(NC(=O)CN2C(=O)NC(Cc3c[nH]c4ccccc34)C2=O)C1C (stereo not drawn)
0	i	i	N#CCCN(C(=O)COC(=O)c1ccc(S(=O)(=O)N2CCOCC2)cc1)c1ccccc1
-3	i	i	COc1ccc(CN(C)C(=O)CNC(=O)c2cccs2)c(OC)c1
0	i	i	Cc1nnc(NC(=O)C2CC(=O)N(c3ccc4c(c3)OCCO4)C2)s1 (stereo not drawn)
10	i	i	CSc1nc(N)nc2c1ncn2CC(=O)NCc1ccccc1
3	i	i	CC1CCCCN1CC(=O)Nc1ccc2c(c1)OCO2 (stereo not drawn)
-1	i	-6.2*	COc1ccc([C@H]2CC(=O)C=C(c3ccc(-c4ccccc4)c(F)c3)C2)cc1OC
-7	i	i	CCOc1ccc(NC(=O)COC(=O)c2cc(C)oc2C)cc1
-7	i	i	CC[C@]12C(=O)N(C)C[C@H]([C@@H]3C(=O)N(C)C(=O)[C@@H]31)N2C(=O)c1ccc(C(F)(F)F)cc1
-3	i	i	COc1cc([C@@H]2OC[C@@H]3[C@H]2CO[C@@H]3c2ccc3c(c2)OCO3)ccc1O
2	i	i	Cc1c(Cl)cccc1NC(=O)COC(=O)C12CC3CC(CC(O)(C3)C1)C2
9	i	i	Cc1ccc(Cl)c(NC(=O)COC(=O)c2nn(C)c(=O)c3ccccc23)c1Cl
8	i	i	O=C(CN1C(=O)c2cccc([N+](=O)[O-])c2C1=O)N1CCN(S(=O)(=O)c2ccccc2)CC1
0	i	i	COc1ccc(CNC(=O)COC(=O)c2ccc(S(=O)(=O)N3CCCCC3)cc2)cc1

Carrying on:
HDAC3 inhib	KCNK3 inh	ANO1 activ	molecule
5	i	i	COc1ccc([C@H]2CC(=O)C=C(c3ccc4ncccc4c3)C2)cc1OC
-2	i	i	CCOC(=O)c1ccc(-c2ccc3oc(-c4ccsc4)cc(=O)c3c2)cc1F
-1	i	i	O=C(OCC(=O)N1CCCC1=O)c1cc2ccccc2o1
15	i	i	Cc1cc(C(=O)NN=Cc2ccc(OC(=O)c3ccco3)cc2)c(C)o1
-6	i	i	C[C@@H]1CN([C@@H](C)CO)C(=O)c2cccc(NS(C)(=O)=O)c2O[C@H]1CN(C)CC1CCCCC1
1	i	i	Cc1cc(-n2c(C)cc(C(=O)CSc3[nH]c(=O)cc(C(F)(F)F)c3C#N)c2C)no1
-42	i	i	Nc1nccnc1C(=O)OCC(=O)NCCc1ccc(Cl)cc1
10	i	i	CC(C)(C)OC(=O)C[C@H]1C/C=C\C[C@@H](CC(=O)N(CCO)Cc2ccccc2)C(=O)N[C@@H](Cc2ccccc2)COC1=O
-8	i	i	Nc1ncnc2c1ncn2[C@@H]1O[C@H](CNCc2ccccc2OCC(=O)N2CCCCC2)[C@@H](O)[C@H]1O
2	i	i	COc1ccc(CNc2nc(NCc3ccc(OC)cc3)c3ncn(C4CCCC4)c3n2)cc1
3	i	i	COC(=O)C1CCN(C(=O)COc2ccc(S(=O)(=O)N3CCOCC3)cc2Cl)CC1
4	i	i	CC(C)NC(=O)Nc1cccc2c1O[C@H](CN(C)C(=O)Nc1ccccc1)[C@@H](C)CN([C@H](C)CO)C2=O
6	i	i	COc1cccc(C(=O)OCC(=O)NCCC2=CCCCC2)c1
2	i	i	COC(=O)c1ccc(CNC(=O)c2ccc3c(c2)NC(=O)CS3)cc1
14	i	i	Cc1ccc(S(=O)(=O)NN=Cc2ccc(N3CCOCC3)cc2)cc1[N+](=O)[O-]
7	i	i	COc1ccc(-n2nnnc2SCC(=O)N2CCCC2=O)cc1
8	i	i	C[C@H](CO)N1C[C@H](C)[C@@H](CN(C)S(=O)(=O)c2ccccc2)Oc2c(NS(=O)(=O)c3ccc(F)cc3)cccc2C1=O
6	i	i	CC1CCCCC12NC(=O)N(CC(=O)OCC(=O)NC(=O)c1ccccc1)C2=O (stereo not drawn)
-3	i	i	COc1cccc(NC(=O)CN(C)C(=O)CSCC(=O)Nc2ccc(C)cc2)c1
3	i	i	O=C(CSc1nc2ccccc2c(=O)n1-c1ccccc1Cl)NC1CCS(=O)(=O)C1 (stereo not drawn)

Other results follow:
HDAC3 inhib	KCNK3 inh	ANO1 activ	molecule
-2	i	i	C[C@H](CO)N1C[C@H](C)[C@@H](CN(C)CC2CCCCC2)Oc2ccc(NC(=O)Cn3cnnn3)cc2C1=O
0	i	i	CCCCn1c(N)c(N(CC(C)C)C(=O)C2=COCCO2)c(=O)[nH]c1=O
-5	i	i	CCCN(C(=O)c1cccc(S(=O)(=O)N2CCCc3ccccc32)c1)C1CCS(=O)(=O)C1 (stereo not drawn)
3	i	i	Cc1ccc2c(c1)C(=O)N1[C@H]3c4cc(Br)ccc4OC[C@@H]3[C@H](c3ccccc3)[C@]1(C)C(=O)N2
-7	i	i	Cc1cc(C(=O)CSc2nc(N)cc(N)n2)c(C)n1CC1CCCO1 (stereo not drawn)
2	i	i	COc1cc(OC)cc(C(=O)NNC(=O)CN2C(=O)NC3(CCCC3)C2=O)c1
0	i	i	COc1ccc(Cl)cc1C(=O)NNC(=O)c1n[nH]c2ccccc12
2	i	i	CSc1ncccc1C(=O)OCC(=O)NC12CC3CC(CC(C3)C1)C2
-5	i	i	Cc1cscn1
11	i	i	CN(c1ccccc1)S(=O)(=O)c1cccc(NC(=O)CCNC(=O)c2ccc(Cl)cc2)c1
-3	i	i	COCCN(C(=O)CSc1ccc2c(c1)OCCO2)c1c(N)n(CC(C)C)c(=O)[nH]c1=O
-7	i	i	CCN(C(=O)COn1nnc2ccc(S(=O)(=O)N(C)C)cc21)C1CCS(=O)(=O)C1 (stereo not drawn)
1	i	i	CC1CCCC(NC(=O)CSc2nncs2)C1C (stereo not drawn)
-3	i	i	CN(C)S(=O)(=O)c1ccc(Cl)c(NC(=O)CN2C(=O)NC3(CCc4ccccc43)C2=O)c1 (stereo not drawn)
1	i	i	O=C1CN(C(=O)COC(=O)COc2ccccc2)c2ccccc2N1
5	i	i	CN(CC(=O)Nc1ccc(F)c(F)c1F)C(=O)/C=C/c1ccco1
2	i	i	C[C@H](CO)N1C[C@H](C)[C@@H](CN(C)S(=O)(=O)c2ccccc2)Oc2c(NS(=O)(=O)c3cccs3)cccc2C1=O
0	i	i	Cc1cc(NC(=O)CN2C(=O)NC(CC(C)C)C2=O)no1 (stereo not drawn)
-3	i	i	COc1cc(CC(=O)OCC(=O)NC(C)c2ccccc2)cc(OC)c1OC (stereo not drawn)
6	i	i	O=C(COc1ccc(Br)cc1)NNC(=O)c1ccc(-n2cncn2)c([N+](=O)[O-])c1

Sorted by formula weight (largest number first): some entries from above
HDAC3 inhib	KCNK3 inh	ANO1 activ	molecule
2	i	i	C[C@H](CO)N1C[C@H](C)[C@@H](CN(C)S(=O)(=O)c2ccccc2)Oc2c(NS(=O)(=O)c3cccs3)cccc2C1=O
-2	i	i	C[C@H](CO)N1C[C@H](C)[C@@H](CN(C)CC2CCCCC2)Oc2ccc(NC(=O)Cn3cnnn3)cc2C1=O
3	i	i	Cc1ccc2c(c1)C(=O)N1[C@H]3c4cc(Br)ccc4OC[C@@H]3[C@H](c3ccccc3)[C@]1(C)C(=O)N2
-3	i	i	COCCN(C(=O)CSc1ccc2c(c1)OCCO2)c1c(N)n(CC(C)C)c(=O)[nH]c1=O
6	i	i	O=C(COc1ccc(Br)cc1)NNC(=O)c1ccc(-n2cncn2)c([N+](=O)[O-])c1
-3	i	i	COc1cc(CC(=O)OCC(=O)NC(C)c2ccccc2)cc(OC)c1OC (stereo not drawn)
0	i	i	CCCCn1c(N)c(N(CC(C)C)C(=O)C2=COCCO2)c(=O)[nH]c1=O
-7	i	i	Cc1cc(C(=O)CSc2nc(N)cc(N)n2)c(C)n1CC1CCCO1 (stereo not drawn)
2	i	i	CSc1ncccc1C(=O)OCC(=O)NC12CC3CC(CC(C3)C1)C2
0	i	i	COc1ccc(Cl)cc1C(=O)NNC(=O)c1n[nH]c2ccccc12
5	i	i	CN(CC(=O)Nc1ccc(F)c(F)c1F)C(=O)/C=C/c1ccco1
1	i	i	CC1CCCC(NC(=O)CSc2nncs2)C1C (stereo not drawn)
-5	i	i	Cc1cscn1

Remaining list, next part.
HDAC3 inhib	KCNK3 inh	ANO1 activ	molecule
0	i	i	CCN(C(=O)CSc1ncnc2sccc12)c1c(N)n(Cc2ccccc2)c(=O)[nH]c1=O
3	i	i	CCSc1nnc(NC(=O)CCN2C(=O)C3CCCCC3C2=O)s1 (stereo not drawn)
1	i	i	CCN(CC)S(=O)(=O)c1ccc(/C=C/C(=O)OCC(=O)NCc2cccs2)cc1
-8	i	i	O=C(CCc1nc(-c2ccc(F)cc2)no1)Nc1cccc(C(=O)NC2CC2)c1
6	i	i	COc1ccc2nc(C)cc(N3CCN(S(=O)(=O)c4ccccc4F)CC3)c2c1
-1	i	i	Cc1cccc(NC(=O)COC(=O)CSc2ccccc2)c1C
-2	i	i	O=C(COC(=O)CCN1C(=O)c2ccccc2C1=O)Nc1ccccc1[N+](=O)[O-]
-1	i	i	COCCN(Cc1nnc(-c2cccs2)o1)C(=O)c1cccc(S(=O)(=O)N2CCOCC2)c1
12	i	i	CCN(CC(=O)Nc1ccccc1OC)C(=O)c1ccccc1Sc1ccccc1C#N
2	i	i	Cc1ccc(OC(C)C(=O)N(C)c2ccccc2)c([N+](=O)[O-])n1 (stereo not drawn)
-3	i	i	C[C@H](NC(=O)c1ccccc1)C(=O)OCC(=O)c1c[nH]c2ccccc12
-5	i	i	C[C@@H]1COC(=O)[C@@H](Cc2ccc(F)cc2)C/C=C\C[C@@H](CC(=O)N(CCO)Cc2ccccc2)C(=O)N1
-7	i	i	Cc1c(Cl)cnc(NC(=O)CSc2n[nH]c(N)n2)c1Cl
4	i	i	CC(C)(Oc1ccc(Cl)cc1)C(=O)Nc1cccc(S(=O)(=O)NC2=NCCC2)c1
-16	i	i	Cc1cccc(C)c1-n1nnnc1SCC(=O)c1c(N)n(C2CC2)c(=O)[nH]c1=O
0	i	i	CC(=O)N(C)Cc1ccc(C(=O)CSc2nnc(C3CC3)n2C2CC2)cc1
-11	i	i	NC(=O)c1ccc(NC(=O)CSC(=O)c2ccccc2)cc1
2	i	i	CSCCC(NC(=O)COc1ccccc1)C(=O)N1CCCCCC1 (stereo not drawn)
-3	i	i	CCCc1cc(=O)[nH]c(SCC(=O)c2cc(C)n(CC3CCCO3)c2C)n1 (stereo not drawn)
10	i	i	COc1ccc(NC(=O)COC(=O)CN2C(=O)C3CC=CCC3C2=O)c([N+](=O)[O-])c1 (stereo not drawn)
-5	i	i	Nc1cc(=O)[nH]c(SCC(=O)Nc2ccc(N3CCOCC3)cc2)n1
1	i	i	Cc1cc(C)c(C(=O)COC(=O)c2c(C)noc2C)cc1C

Source: PubChem BioAssay

A portion of the library; the hit share may differ from the screen's.
